Screening data: PubChem BioAssay, several laboratories
NR2E3 ag-1 = human photoreceptor-specific nuclear receptor agonism; AID 602229; hit rate 0.35% among 360,000; inhibition of corepressor binding, % at 3.98 µM; Q9Y5X4; CHO-S Gal4-NCOR/VP16-NR2E3 two-hybrid, luciferase;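 active = inhibition above the mean of all tested compounds plus 3 SD, cut at about 70% in these data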;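 also: 0% = DMSO with NR2E3 transfected cells and 100% = cells lacking NR2E3 construct; higher means lower luciferase signal from less NR2E3 corepressor binding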
Target sequence (Q9Y5X4 whole entry, looked up, the tested form may be a part): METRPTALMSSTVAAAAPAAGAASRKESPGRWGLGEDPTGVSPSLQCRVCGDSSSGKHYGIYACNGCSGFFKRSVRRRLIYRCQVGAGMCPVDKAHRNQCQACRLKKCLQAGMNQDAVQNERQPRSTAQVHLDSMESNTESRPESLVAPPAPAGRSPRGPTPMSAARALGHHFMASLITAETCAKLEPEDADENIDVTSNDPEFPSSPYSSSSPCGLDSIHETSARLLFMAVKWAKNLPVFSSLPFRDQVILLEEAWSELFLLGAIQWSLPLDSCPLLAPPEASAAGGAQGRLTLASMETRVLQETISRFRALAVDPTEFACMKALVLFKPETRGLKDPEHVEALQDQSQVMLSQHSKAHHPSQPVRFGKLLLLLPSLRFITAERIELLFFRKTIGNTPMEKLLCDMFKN
NR2E3 ag-2 = activates human photoreceptor nuclear receptor NR2E3 | GST-NR2E3/biotin-RetCOR TR-FRET, 1536-well | inhibition of corepressor binding, % at 4.78 µM | hit rate 0.12% among 320,000 | AID 2300;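 active = percent inhibition above the cutoff of mean plus 3 SD of all tested compounds, set per screening campaign, cut at about 20% in these data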;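 also: 0% = DMSO wells and 100% = biotin wells as full block of FRET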
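Test system: GST-NR2E3 and biotin-RetCOR proteins | Quantity: 1.35 nM GST-tagged NR2E3 final | Medium: Tris pH 7.5 | Also added: 7 nM biotin-RetCOR | Dosing: Compound at 4.8 µM, single dose | Timing: 5 h at 4 °C | Detection: Time-resolved FRET | Read-out basis: Percent inhibition | Benchmarks: Biotin wells as high control, 0.6% DMSO wells as low control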
CaV13 ICDI inh = Primary screen for inhibitors of IQ motif and Ca2+-dependent inactivation inhibitor domain binding in CACNA1D, Förster resonance energy transfer in living cells, …; HEK cells, CFP/YFP FRET ICDI-IQ, plate reader, 10 min; percent FRET-ratio fall versus neutral wells; inhibition, % at 12.3 µM; hit rate 0.098% among 340,000; AID 743397;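 active = mean replicate inhibition of at least 30% and at least 1% of replicates passing that level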;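 also: 0% = median of the neutral control wells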
Peg3 prom inh = inhibitors of Peg3 promoter; HeLa PEG-Prom luciferase reporter, luminescence, overnight; AID 588405; inhibition, % at 20 µM; hit rate 1.7% among 360,000;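 active = inhibition of at least 50% at 20 µM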
PDI turbidity = blocks human protein disulfide isomerase activity | PDI insulin aggregation turbidity, A650, 90 min | inhibition, % at 10 µM | P07237 | hit rate 0.052% among 350,000;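 active = mean inhibition across replicates of 30% or more, whatever share of single replicates reach that level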;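 also: absorbance from insulin aggregation driven by PDI reduction with DTT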
Target sequence (P07237 whole entry, looked up): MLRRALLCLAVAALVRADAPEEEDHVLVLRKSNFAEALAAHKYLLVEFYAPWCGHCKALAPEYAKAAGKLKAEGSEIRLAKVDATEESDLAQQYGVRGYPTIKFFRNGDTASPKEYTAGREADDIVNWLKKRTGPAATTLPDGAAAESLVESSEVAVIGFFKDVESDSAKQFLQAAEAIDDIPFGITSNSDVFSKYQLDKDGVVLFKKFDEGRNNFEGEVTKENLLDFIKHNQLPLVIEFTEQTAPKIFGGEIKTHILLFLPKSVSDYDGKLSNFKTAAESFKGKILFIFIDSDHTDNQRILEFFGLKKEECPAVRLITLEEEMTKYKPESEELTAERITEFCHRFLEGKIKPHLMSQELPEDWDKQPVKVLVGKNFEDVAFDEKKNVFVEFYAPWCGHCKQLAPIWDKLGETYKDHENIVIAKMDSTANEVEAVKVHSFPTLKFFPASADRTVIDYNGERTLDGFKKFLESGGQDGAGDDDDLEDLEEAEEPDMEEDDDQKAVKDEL
Shn3 inh set2 = Schnurri-3 reporter inhibition in Clone20 osteoblasts; Clone20 osteoblast Shn3 3'UTR firefly luciferase, 24 h; inhibition, % at 12.5 µM; hit rate 0.52% among 360,000;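 active = mean inhibition of at least 75% with every replicate also reaching 75%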;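 also: 0% = median of neutral control wells and 100% = pilot-screen positive control compound; some compounds past the cut are filed as inactive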
HTR2A ag = agonists of mouse serotonin 5-HT2A receptor (HTR2A). activation, % at 7.6 µM. CHO-K1 mHTR2A beta-arrestin complementation, luminescence; percent of 30 µM serotonin response. hit rate 0.66% among 360,000. P35363;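 active = activation above a run cutoff, the mean activation of all tested compounds plus 3 SD, cut at about 14% in these data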;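 also: 0% = plate median of compound wells and 100% = 30 µM serotonin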
iPSC survival up = enhancers of human iPSC single-cell survival; hiPSC single-cell survival, ATPlite luminescence; 100% = ROCK inhibitor wells, 0% = DMSO; survival enhancement, % at 20 µM; hit rate 0.044% among 360,000; AID 602274; in the data active = survival enhancement above about 18%;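 also: cells exposed to compounds for 16 hours before the ATP read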
HIF-2a block = blocks HIF-2a reporter activity; 786-0 RCC cells HIF-2a reporter, luciferase luminescence, overnight; inhibition, % at 18.8 µM; hit rate 0.72% among 360,000; AID 624352;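 active = inhibition of the luminescence signal of 40% or more relative to plate controls, in a single-dose primary screen at 18.75 µM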
Cardio protect = myocardial damage modulation in H9c2 cells | hit rate 0.63% among 360,000 | protection from H2O2 cell death, % at 20 µM | H9c2 cardiomyocytes, H2O2 injury protection, ATPLite, 2 h;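 active = compounds giving at least 50% protection of heart cells from peroxide-induced death in the single-dose screen, raw or plate-pattern-corrected value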;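 also: 0% = DMSO wells with peroxide and 100% = DMSO wells without peroxide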
MITF TRPM1 inh = MITF TRPM1 promoter inhibition in SK-MEL-5 cells | inhibition, % at 12.5 µM | hit rate 0.83% among 330,000 | SK-MEL-5 TRPM1 promoter luciferase, 24 h;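 active = mean inhibition across replicates of 60% or more, whatever share of single replicates reaches that level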; also: values of inactives mirror those of a sister screen read the other way
Active calls of the source: *. Rows are unselected; overall some 3.9% were active at least once.

CC(C(=O)NCC(=O)Nc1ccc(F)c(F)c1F)N1CCN(Cc2ccc(C#N)cc2)CC1 (stereo not drawn) was read as NR2E3 ag-1 5, NR2E3 ag-2 4, CaV13 ICDI inh -3, Peg3 prom inh 6, PDI turbidity -13, Shn3 inh set2 1, HTR2A ag -5, iPSC survival up -1.0, HIF-2a block 7, Cardio protect -3 and MITF TRPM1 inh -8.
For COc1ccc(C(=O)NCc2ccc(F)cc2)cc1S(=O)(=O)N1CCCC1 the results were NR2E3 ag-1 -20, Peg3 prom inh 25, PDI turbidity 0, Shn3 inh set2 -4, HTR2A ag -11, iPSC survival up 0.4, HIF-2a block 4, Cardio protect 4 and MITF TRPM1 inh 3.
For CCN(CC)C(=O)C(=O)c1cccn1-c1ccccc1C#N the results were NR2E3 ag-1 -8, NR2E3 ag-2 1, CaV13 ICDI inh -4, Peg3 prom inh 12, PDI turbidity 4, Shn3 inh set2 -13, HTR2A ag 6, iPSC survival up -1.2, HIF-2a block 9, Cardio protect -2 and MITF TRPM1 inh -7.
Cc1oc(-c2ccc(F)cc2F)nc1CN1CCN(C(=O)c2ccco2)CC1 was read as NR2E3 ag-1 5, CaV13 ICDI inh 21, Peg3 prom inh 9, PDI turbidity -6, Shn3 inh set2 -7, HTR2A ag 0, iPSC survival up 0.9, HIF-2a block 15 and Cardio protect -1.
COc1ccc(C(C)NC(=O)c2ccc(Cl)cc2)cc1OC (stereo not drawn) was read as NR2E3 ag-1 23, NR2E3 ag-2 0, CaV13 ICDI inh -2, Peg3 prom inh 26, PDI turbidity -6, Shn3 inh set2 3, HTR2A ag 4, iPSC survival up -0.3, HIF-2a block 17, Cardio protect 4 and MITF TRPM1 inh 5.
For CCOC(=O)c1ccc(NC(=O)CCc2nc(-c3cccc(C)c3)no2)cc1 the results were NR2E3 ag-1 -8, NR2E3 ag-2 2, CaV13 ICDI inh -6, Peg3 prom inh -4, PDI turbidity -3, Shn3 inh set2 26, HTR2A ag 5, iPSC survival up 0.9, HIF-2a block -17, Cardio protect -30 and MITF TRPM1 inh 9.
COCC(C)n1c(COc2ccccc2F)nnc1SCC(=O)c1c(N)n(C)c(=O)n(C)c1=O (stereo not drawn) was read as NR2E3 ag-1 -1, NR2E3 ag-2 4, CaV13 ICDI inh 4, Peg3 prom inh 12, PDI turbidity -4, Shn3 inh set2 18, HTR2A ag 6, iPSC survival up 0.4, HIF-2a block 25, Cardio protect 2 and MITF TRPM1 inh 0.
`CC(C)C1N(C(=O)N(C)C)CCN1S(=O)(=O)c1ccccc1` (stereo not drawn) gave NR2E3 ag-1 -25, NR2E3 ag-2 3, CaV13 ICDI inh -3, Peg3 prom inh -3, PDI turbidity 10, Shn3 inh set2 -28, HTR2A ag 3, iPSC survival up 0.4, HIF-2a block 2, Cardio protect -2 and MITF TRPM1 inh 7.
`O=C(O)CNS(=O)(=O)c1cccc2nsnc12` gave NR2E3 ag-1 -3, NR2E3 ag-2 3, CaV13 ICDI inh -4, Peg3 prom inh 6, PDI turbidity -5, Shn3 inh set2 -12, HTR2A ag 3, iPSC survival up 0.7, HIF-2a block 17, Cardio protect 3 and MITF TRPM1 inh 3.
For COc1ccc(/C=C/C(=O)OCC(=O)Nc2ccc(Cl)cc2F)cc1S(=O)(=O)N1CCOCC1 the results were NR2E3 ag-1 -4, NR2E3 ag-2 -3, CaV13 ICDI inh -5, Peg3 prom inh 1, PDI turbidity -3, Shn3 inh set2 -31, HTR2A ag 11, iPSC survival up 0.9, HIF-2a block 8, Cardio protect -3 and MITF TRPM1 inh -11.
For CCOc1ccc(N(CC(=O)Nc2ccccc2)S(C)(=O)=O)cc1 the results were NR2E3 ag-1 -10, NR2E3 ag-2 -5, Peg3 prom inh -60, PDI turbidity -2, Shn3 inh set2 -2, HTR2A ag -3, iPSC survival up -1.8, HIF-2a block -74, Cardio protect -9 and MITF TRPM1 inh -4.
CC(C)CN(C(=O)CC1OC(=O)c2ccccc21)c1c(N)n(Cc2ccccc2)c(=O)[nH]c1=O (stereo not drawn) was read as NR2E3 ag-1 7, NR2E3 ag-2 1, CaV13 ICDI inh -6, Peg3 prom inh 0, PDI turbidity -2, Shn3 inh set2 -17, HTR2A ag 6, iPSC survival up -0.4, HIF-2a block 3, Cardio protect -1 and MITF TRPM1 inh 1.
`Cc1cc(C)n(C(=O)Cn2nc(C(F)F)cc2C)n1` gave NR2E3 ag-1 -10, NR2E3 ag-2 1, CaV13 ICDI inh -5, Peg3 prom inh 11, PDI turbidity 1, Shn3 inh set2 -33, HTR2A ag 4, iPSC survival up 4.7, HIF-2a block 18, Cardio protect 7 and MITF TRPM1 inh 13.
`Cc1cc(C)nc(NS(=O)(=O)c2ccc(NC(=O)c3ccc(S(=O)(=O)N(C)C)cc3)cc2)n1` gave NR2E3 ag-1 -13, NR2E3 ag-2 0, CaV13 ICDI inh -2, Peg3 prom inh 17, PDI turbidity -3, Shn3 inh set2 5, HTR2A ag 5, iPSC survival up 0.1, HIF-2a block 17, Cardio protect -8 and MITF TRPM1 inh -1.
`CN1OC[C@@H]2CN(Cc3ccccc3)[C@H](c3ccc(N4CCCCC4)cc3)C[C@@H]21` gave NR2E3 ag-1 -11, CaV13 ICDI inh -7, Peg3 prom inh -4, Shn3 inh set2 10, HTR2A ag 2, iPSC survival up 2.1, HIF-2a block -10 and Cardio protect -5.

By substructure, those above with a cyano group (2)
CC(C(=O)NCC(=O)Nc1ccc(F)c(F)c1F)N1CCN(Cc2ccc(C#N)cc2)CC1 (stereo not drawn) was read as NR2E3 ag-1 5, NR2E3 ag-2 4, CaV13 ICDI inh -3, Peg3 prom inh 6, PDI turbidity -13, Shn3 inh set2 1, HTR2A ag -5, iPSC survival up -1.0, HIF-2a block 7, Cardio protect -3 and MITF TRPM1 inh -8.
For CCN(CC)C(=O)C(=O)c1cccn1-c1ccccc1C#N the results were NR2E3 ag-1 -8, NR2E3 ag-2 1, CaV13 ICDI inh -4, Peg3 prom inh 12, PDI turbidity 4, Shn3 inh set2 -13, HTR2A ag 6, iPSC survival up -1.2, HIF-2a block 9, Cardio protect -2 and MITF TRPM1 inh -7.

Other structures follow.
Screening COc1cc(-c2cc3nc(NCCOc4ccccc4)ccn3n2)cc(OC)c1OC returned NR2E3 ag-1 2, CaV13 ICDI inh -5, Peg3 prom inh 53*, PDI turbidity 3, Shn3 inh set2 4, HTR2A ag -1, iPSC survival up -0.2, HIF-2a block -84 and Cardio protect 92*.
For O=C(Oc1ccc(C(=S)N2CCOCC2)cc1Br)c1ccccc1F the results were NR2E3 ag-1 -6, NR2E3 ag-2 2, CaV13 ICDI inh -5, Peg3 prom inh -6, PDI turbidity 13, Shn3 inh set2 -11, HTR2A ag 0, iPSC survival up -0.4, HIF-2a block 2, Cardio protect -4 and MITF TRPM1 inh -6.
Screening CCCOc1ccc(N2C(=O)CC(SC(=NCC)Nc3cccc(F)c3)C2=O)cc1 (stereo not drawn) returned NR2E3 ag-1 0, NR2E3 ag-2 -3, CaV13 ICDI inh -5, Peg3 prom inh 36, PDI turbidity 7, Shn3 inh set2 12, HTR2A ag 0, iPSC survival up 3.3, HIF-2a block 6, Cardio protect -2 and MITF TRPM1 inh 4.
`CC(=O)Nc1ccc(S(=O)(=O)N2CCN=C2SCc2ccc([N+](=O)[O-])cc2)cc1` gave NR2E3 ag-1 50, NR2E3 ag-2 0, Peg3 prom inh 10, PDI turbidity -14, Shn3 inh set2 79, HTR2A ag 0, iPSC survival up -0.1, HIF-2a block 3, Cardio protect -10 and MITF TRPM1 inh 14.
Screening COc1cccc(CN2CCN(c3nc4nonc4nc3NC3CC3)CC2)c1 returned NR2E3 ag-1 14, NR2E3 ag-2 0, CaV13 ICDI inh -5, Peg3 prom inh 5, PDI turbidity -9, Shn3 inh set2 25, HTR2A ag 5, iPSC survival up -3.7, HIF-2a block 13, Cardio protect -2 and MITF TRPM1 inh 2.
For COCCSc1ccccc1C(=O)NCc1ccco1 the results were NR2E3 ag-1 0, NR2E3 ag-2 3, CaV13 ICDI inh -4, Peg3 prom inh 6, PDI turbidity -5, Shn3 inh set2 -4, HTR2A ag 3, iPSC survival up 0.9, HIF-2a block 10, Cardio protect 6 and MITF TRPM1 inh 6.
For O=c1c(C/C=C/c2ccccc2)c(O)ccn1Cc1ccc(Cl)cc1Cl the results were NR2E3 ag-1 -31, NR2E3 ag-2 -1, CaV13 ICDI inh -5, Peg3 prom inh -7, PDI turbidity -2, Shn3 inh set2 4, HTR2A ag -4, iPSC survival up -0.8, HIF-2a block 10, Cardio protect 9 and MITF TRPM1 inh -17.
`Cc1ccc(N=Cc2c(O)n(-c3nccs3)c(=O)c3ccccc23)c(C)c1` gave NR2E3 ag-1 -6, NR2E3 ag-2 1, CaV13 ICDI inh -4, Peg3 prom inh 23, PDI turbidity -10, Shn3 inh set2 18, HTR2A ag -1, iPSC survival up 0.2, HIF-2a block -27, Cardio protect 0 and MITF TRPM1 inh 4.
CN(C(=O)CSc1ncnc2sc3c(c12)CCCC3)C1CCS(=O)(=O)C1 (stereo not drawn) was read as NR2E3 ag-1 -13, CaV13 ICDI inh -5, Peg3 prom inh 20, PDI turbidity -12, Shn3 inh set2 1, HTR2A ag -1, iPSC survival up 1.1, HIF-2a block 19, Cardio protect -2 and MITF TRPM1 inh 4.
Cc1ccc(C(=O)NCCc2nnc3ccc(NCCCN4CCOCC4)nn23)cc1 was read as NR2E3 ag-1 -9, NR2E3 ag-2 1, Peg3 prom inh 7, PDI turbidity 15, Shn3 inh set2 -21, HTR2A ag 3, iPSC survival up 0.6, HIF-2a block 5, Cardio protect 2 and MITF TRPM1 inh -1.
COCc1cc(C)nc(OCC(=O)N/N=C/c2cc(C)n(-c3c(C)cccc3C)c2C)c1C#N was read as NR2E3 ag-1 -17, NR2E3 ag-2 0, CaV13 ICDI inh -5, Peg3 prom inh 1, PDI turbidity -8, Shn3 inh set2 -16, HTR2A ag -1, iPSC survival up -0.2, HIF-2a block 3, Cardio protect -3 and MITF TRPM1 inh 14.

Retrieved by compound from above:
For O=c1c(C/C=C/c2ccccc2)c(O)ccn1Cc1ccc(Cl)cc1Cl the results were NR2E3 ag-1 -31, NR2E3 ag-2 -1, CaV13 ICDI inh -5, Peg3 prom inh -7, PDI turbidity -2, Shn3 inh set2 4, HTR2A ag -4, iPSC survival up -0.8, HIF-2a block 10, Cardio protect 9 and MITF TRPM1 inh -17.
Cc1ccc(C(=O)NCCc2nnc3ccc(NCCCN4CCOCC4)nn23)cc1 was read as NR2E3 ag-1 -9, NR2E3 ag-2 1, Peg3 prom inh 7, PDI turbidity 15, Shn3 inh set2 -21, HTR2A ag 3, iPSC survival up 0.6, HIF-2a block 5, Cardio protect 2 and MITF TRPM1 inh -1.
